TRb SRC2 PPI – qHTS for Inhibitors of the Interaction of Thyroid Hormone Receptor and Steroid Receptor Coregulator 2; Potency, µM (doses to about 106 µM), for the others: top-dose activity change, negative = inhibition, actives largely listed as inhibitors; 280,000 tested, 0.065% active; Thyroid hormone receptor beta (Homo sapiens), P10828; TRbeta-SRC2 peptide binding, fluorescence polarization; receptor liganded with 1 µM T3; AID 1469, 2008;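 note: plate controls were bound peptide for no effect and peptide without receptor for full effect; nearly all actives have a fitted effect of over 50% in size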
Target sequence (P10828 whole entry, looked up): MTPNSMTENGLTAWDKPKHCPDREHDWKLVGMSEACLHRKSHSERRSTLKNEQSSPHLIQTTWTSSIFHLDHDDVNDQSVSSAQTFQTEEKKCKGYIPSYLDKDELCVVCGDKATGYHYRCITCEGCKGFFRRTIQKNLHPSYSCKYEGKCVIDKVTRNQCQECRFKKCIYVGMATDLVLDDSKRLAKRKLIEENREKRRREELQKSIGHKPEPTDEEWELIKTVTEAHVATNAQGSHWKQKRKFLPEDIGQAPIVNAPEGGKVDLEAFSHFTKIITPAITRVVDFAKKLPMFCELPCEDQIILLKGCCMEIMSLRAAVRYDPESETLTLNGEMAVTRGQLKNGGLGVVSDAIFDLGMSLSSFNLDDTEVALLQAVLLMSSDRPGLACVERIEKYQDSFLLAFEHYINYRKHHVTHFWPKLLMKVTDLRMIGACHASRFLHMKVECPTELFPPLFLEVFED
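Quantitative HTS by FP: 0.6 uM TRb LBD, 20 nM labeled SRC2 20-mer, 1 uM T3, 5% DMSO; 5 hr ambient incubation; % activity per concentration and potencies from concentration series.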
RECQ1 inh – qHTS Assay for Inhibitors of RecQ-Like Dna Helicase 1 (RECQ1). RECQ1 DNA unwinding, red fluorescence kinetic read. 240,000 tested, 0.54% active. Potency, µM (top dose mostly 57.3 µM), for inactives: at the highest dose activity, negative = inhibition, actives largely listed as inhibitors. AID 2549, 2010. ATP-dependent DNA helicase Q1 (Homo sapiens), P46063;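 note: plate controls were vehicle for no effect and no enzyme for full effect; nearly all actives have a fitted effect of over 30% in size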
Target sequence (P46063 whole entry, looked up): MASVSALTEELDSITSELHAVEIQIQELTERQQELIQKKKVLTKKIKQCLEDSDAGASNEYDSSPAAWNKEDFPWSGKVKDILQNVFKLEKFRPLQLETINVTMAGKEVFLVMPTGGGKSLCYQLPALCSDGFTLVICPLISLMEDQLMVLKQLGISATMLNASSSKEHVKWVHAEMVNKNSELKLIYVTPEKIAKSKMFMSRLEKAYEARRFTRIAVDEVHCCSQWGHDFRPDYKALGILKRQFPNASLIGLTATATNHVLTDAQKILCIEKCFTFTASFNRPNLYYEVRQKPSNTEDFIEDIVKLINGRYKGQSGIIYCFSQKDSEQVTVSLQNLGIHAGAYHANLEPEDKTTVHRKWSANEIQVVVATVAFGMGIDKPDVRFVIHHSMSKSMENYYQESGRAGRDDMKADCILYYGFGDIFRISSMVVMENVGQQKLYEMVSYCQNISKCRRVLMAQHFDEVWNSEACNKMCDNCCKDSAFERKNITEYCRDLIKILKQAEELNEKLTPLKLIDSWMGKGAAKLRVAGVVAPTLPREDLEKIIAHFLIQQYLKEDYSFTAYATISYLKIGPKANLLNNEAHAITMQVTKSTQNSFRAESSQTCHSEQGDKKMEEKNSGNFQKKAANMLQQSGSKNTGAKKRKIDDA
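RECQ1T1 50 nM; forked duplex (20 bp + 30-nt ss tails) 200 nM, ATP 2 mM final; pH 8.0, 2 mM MgCl2, 2.5 ug/ml poly(dI-dC); 15 min compound preincubation; discontinuous kinetic read over 2 h at RT.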
GoLoco inh red – qHTS Assay for Inhibitors of RGS12 GoLoco Motif Activity (Red Fluorophore). Guanine nucleotide-binding protein G(i) subunit alpha-1 (Homo sapiens), P63096. Gai1:RGS12 GoLoco peptide FP, rhodamine, 10 min. Potency, µM (highest dose often 61.6 µM), for inactives: at the top dose activity, negative = inhibition, hits mostly inhibitors. 230,000 tested, 0.44% active. AID 880, 2007; active = well fitted inhibition curve with a large enough effect, not every such curve was filed as active; inactive = no such curve, though single readings can be large or run the other way; note: nearly all actives have a fitted effect of over 30% in size; many of its hits are not listed in these tables
Tau fibril FP – qHTS for Inhibitors of Tau Fibril Formation, Fluorescence Polarization; Microtubule-associated protein tau (Homo sapiens), P10636; K18 P301L tau heparin fibrillization, Alexa594 FP, 6 h; Potency, µM (series often up to 57.7 µM), for the others: top-dose activity, negative = inhibition, actives largely listed as inhibitors; 280,000 tested, 0.39% active; note: nearly all actives have a fitted effect of over 55% in size
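Recombinant K18 P301L […], labeled with Alexa 594 at 0.24 uM over 15 uM unlabeled; heparin inducer 20 uM final; 37 C, 6 hr; FP endpoint.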
TR SRC2 fluor cs – Total Fluorescence Counterscreen for Inhibitors of the Interaction of Thyroid Hormone Receptor and Steroid Receptor Coregulator 2. TRb/SRC2 Texas Red total fluorescence interference. Potency, µM (top dose mostly 106 µM), inactives show top-dose fluorescence change, negative = quenching. 280,000 tested, 0.29% active; active = well fitted curve in either direction with a large enough effect; inconclusive = small, poorly fitted or top-dose-only effect
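Human TRb ligand-binding domain at 0.6 uM with 20 nM Texas Red SRC2 peptide in Tris buffer containing 1 uM T3 and 5% DMSO, incubated with compound 5 h at ambient temperature. Total fluorescence (555/632 nm) calculated as parallel + 2 × perpendicular.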
Tau fibril ThT – qHTS for Inhibitors of Tau Fibril Formation, Thioflavin T Binding; Potency, µM (titrated, usually from 57.4 µM), for the others: at the highest dose activity, negative = inhibition, hits mostly inhibitors; AID 1460, 2008; recombinant tau K18 P301L, heparin-induced fibrillization, ThT fluorescence; 270,000 tested, 2.1% active; Microtubule-associated protein tau (Homo sapiens), P10636; note: nearly all actives have a fitted effect of over 55% in size
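ThT emission at 510 nm, taken 1 hr after adding 30 uM dye, quantifies aggregates formed when 20 uM heparin acts on human tau K18 P301L for 6 hr at 37 C.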
L3MBTL1 block – qHTS Assay for the Inhibitors of L3MBTL1; Lethal(3)malignant brain tumor-like protein 1 (Homo sapiens), Q9Y468; AlphaScreen L3MBTL1–H3K9me1 peptide binding; Potency, µM (series often up to 57.1 µM), without a hit: at the highest dose activity, negative = inhibition, hits mostly inhibitors; 230,000 tested, 0.66% active; note: nearly all actives have a fitted effect of over 60% in size
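Displacement of a biotinylated histone H3(1-15) peptide monomethylated at Lys9 (75 nM) from L3MBTL1 (50 nM) was measured by AlphaScreen after a 30 min room-temperature compound incubation; cefsulodin titration served as intraplate control.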
KDM4E inh – qHTS Assay for Inhibitors of Human Jumonji Domain Containing 2E (JMJD2E); Lysine-specific demethylase 4E (Homo sapiens), B2RXH2; JMJD2E catalytic domain, FDH-coupled NADH fluorescence (FDH is formaldehyde dehydrogenase); Potency, µM (doses to about 57.1 µM), inactives show top-dose activity change, negative = inhibition, actives largely listed as inhibitors; 230,000 tested, 1.6% active; AID 2147, 2009; active = well fitted inhibition curve with a large enough effect, not every such curve was filed as active; inconclusive = small, poorly fitted or top-dose-only effect, or another doubt; inactive = no such curve, though single readings can be large or run the other way;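 note: 0% = wells with enzyme and -100% = buffer wells without enzyme; nearly all actives have a fitted effect of over 50% in size; many of its hits are not listed in these tables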
* hit, by the source's call; i = inactive; u = inconclusive; x = not tested or not shown; & = joins results of further samples; [ ] = another dose, or the depositor's remark. Unless noted, calls come from the whole dose curve; as a rule, active = well fitted curve in the direction sought with a large enough effect; inconclusive = small, poorly fitted or top-dose-only effect, or another doubt; inactive = no such curve, though single readings can be large; an effect the other way counts as inactive or inconclusive. Unless noted, % is set by controls: 0 for no effect and ±100 for the full control effect; potency is the fitted concentration of half-maximal effect. An excerpt; rates above refer to the full screens.

cpd | mol | Tau fibril ThT | Tau fibril FP | KDM4E inh | TRb SRC2 PPI | TR SRC2 fluor cs | GoLoco inh red | L3MBTL1 block | RECQ1 inh
1 | O=C(Nc1ccccc1C(=O)NCCCn1ccnc1)c1ccccc1 | -18% | 2% | 4% | 7% | 2% | -1% | x | 0%
2 | COc1nc(-c2ccccc2)ccc1-c1noc(-c2cccnc2)n1 | -3% | 0% | 6% | -1% | -2% | x | -5% | 4%
3 | COc1ccc(N2CCN(c3oc(-c4ccc(OC)c(OC)c4)nc3C#N)CC2)cc1 | -25% | 13% | 5% | -4% | -2% | 2% | x | 0%
4 | CCOC(=O)c1c(C)nc(-c2ccccc2)nc1N | -14% | 1% | u | -2% | -8% | 0% | x | i
5 | Cc1cccc(CNC(=O)CN2C(=O)CSc3c2c(C)nn3-c2ccccc2)c1 | 0% | -3% | x | -3% | -2% | x | x | x
6 | O=C(CC1C(=O)NCCN1CC1CCCCC1)NCc1cc(F)ccc1F (centres undefined) | -7% | -2% | 6% | -4% | -1% | 5% | 7% | -1%
7 | N#Cc1c(C(F)(F)F)cc(-c2ccc(Cl)c(Cl)c2)nc1SCCN1CCOCC1 | -18% | 0% | -1% | -9% | -2% | 25% | 4% | -2%
8 | COC(=O)c1ccccc1Sc1snnc1C | 0% | u | -2% | -1% | -3% | -1% | 3% | i
9 | CCc1ccc(CNC(=O)c2nn(-c3ccc(C)cc3)c(=O)c3c2c2ccccc2n3C)cc1 | -4% | -6% | x | -1% | -2% | x | x | x
10 | COCCn1c(CN2CCN(C)CC2)nc2c1c(=O)n(C)c(=O)n2C | -6% | -1% | -1% | -2% | -2% | 1% | x | -3%
11 | Cc1ccc2cc(C)c(SCC#N)nc2c1 | -14% | 0% | -4% | 7% | 3% | 1% | 41%[activator] | i
12 | Cc1ccc(-c2nn(-c3ccccc3)cc2C(=O)Nc2ccc(C(=O)O)cc2)cc1 | 11% | 3% | 0% | 1% | -3% | 14% | -7% | i
13 | CCOc1ccccc1NC(=O)C1=C(C)NC(=O)NC1c1cccc(OC)c1OC (centres undefined) | 0% | 0% | 8% | 1% | 0% | -4% | -2% | 2%
14 | CCN(CC)S(=O)(=O)c1ccc(/C=C/C(=O)N(c2ccccn2)C2CCCCC2)cc1 | -6% | -3% | -12% | 2% | -3% | 6% | 3% | -3%
15 | Cc1cc(O)c(C(C)C)cc1N=Cc1cc([N+](=O)[O-])ccc1O | 3.5µM* | 7.1µM* | 14% | -2% | 0% | 8% | 7% | i
16 | CCC(C)c1ccc(OCC(=O)Nc2ccc(Cl)cn2)cc1 (centres undefined) | u | -14% | 11% | 5% | 3% | 3% | x | -14%
17 | CCCN1C(=O)/C(=C/c2c(NCCCOC(C)C)nc3c(C)cccn3c2=O)SC1=S | u | 1% | 4% | -2% | -3% | 309%[activator] | -8% | -7%
18 | CCOC(=O)c1cc2c(ccn2C)n1Cc1cc(C)ccc1C | u | -1% | u | 4% | -7% | 1% | -25% | -10%
19 | CC1CCC2(CC1)NC(=O)N(CC(=O)c1ccc[nH]1)C2=O (centres undefined) | -6% | 10% | 7% | -3% | -5% | 9% | x | i
20 | O=c1c2ccccc2c(C=NC2CCN(Cc3ccccc3)CC2)c(O)n1Cc1ccc2c(c1)OCO2 | -13% | -11% | -25% | -7% | -1% | 13% | -7% | -7%
21 | Cc1cc(C)c(NC(=O)C2CSCCS2)c(C)c1 (centres undefined) | 3% | 1% | 1% | -10% | -2% | 4% | -3% | -2%
22 | S=C(NCCCc1ccccc1)Nc1ccc(Cl)cc1 | -6% | u | -11% | 8% | -6% | 4% | 4% | -7%
23 | CCOC(=O)C1=C(CN(C)Cc2ccccc2)NC(=O)NC1c1ccc(OC)cc1 (centres undefined) | -9% | -2% | x | -3% | 4% | x | x | x
24 | CN(C)S(=O)(=O)c1cccc(C(=O)Nc2ccccc2)c1 | 5% | -6% | 1% | 0% | -2% | 8% | -3% | i
25 | COc1ccc(CNC(=O)c2cccs2)cc1 | -7% | 9% | -6% | -5% | 0% | -8% | -8% | 19%

Values in list order from above:
KDM4E inh, nos. 4 to 13, in order: u, x, 6%, -1%, -2%, x, -1%, -4%, 0%, 8%

Next part:
cpd | mol | Tau fibril ThT | Tau fibril FP | KDM4E inh | TRb SRC2 PPI | TR SRC2 fluor cs | GoLoco inh red | L3MBTL1 block | RECQ1 inh
26 | CCOC(=O)C1CCCc2c1[nH]c1ccc(Cl)cc21 (centres undefined) | -7% | 5% | -8% | 2% | 0% | 7% | -21% | -9%
27 | Cc1ccc(O)c(NC(=O)c2cc3nc4c(c(C(F)(F)F)n3n2)CCc2ccccc2-4)c1 | u | -5% | -3% | -15% | -3% | 2% | -3% | i
28 | COC(=O)c1cc(Nc2cc(C)nc3ncnn23)cc(C(=O)OC)c1 | -11% | 2% | 4% | 3% | 1% | 2% | 7% | 0%
29 | COc1ccc(OC)c(-n2cnc3cc(C(=O)NCCCN4CCOCC4)ccc32)c1 | -6% | 4% | 7% | 5% | 16% | 134%[activator] | -4% | -4%
30 | COc1ccc(CNC(=O)C(NC(C)=O)C(=O)Nc2ccc(OC)cc2)cc1 (centres undefined) | -1% | 1% | 7% | -10% | -2% | 6% | 2% | -3%
31 | NC(=O)CCSC(=S)N1CCOCC1 | -7% | 3% | 6% | -6% | 0% | 9% | -4% | -7%
32 | O=C(CCN1CCc2ccccc21)c1ccc2c(c1)OCCO2 | u | -1% | -21% | -6% | 6% | 17% | -1% | i
33 | O=C1c2ccccc2C(=O)N1CCCc1c[nH]c2ccc(Cl)cc12 | -18% | -14% | 3% | 11% | -3% | 12% | -2% | -12%
34 | COc1ccc2c(c1)c(=O)c(S(=O)(=O)c1ccc(F)cc1)cn2CC(=O)Nc1ccc(C)cc1C | 0% | u | x | -4% | -1% | x | x | x
35 | O=C(NCc1ccc(Cl)cc1)c1ncn[nH]1 | -4% | 2% | 0% | 1% | 0% | -2% | -3% | i
36 | Cc1cc2c(c(=O)n1CCN(C)C)C(c1ccc(Br)cc1)C(C#N)=C(N)O2 (centres undefined) | 0% | -1% | 3% | 3% | -2% | 11% | 2% | 13%
37 | O=C(c1ccco1)N1CCN(C(=O)c2cccc3c2C(=O)N(Cc2cccnc2)C3)CC1 | -4% | 5% | -12% | -26% | 3% | -4% | x | -12%
38 | O=C(CC1C(=O)NCCN1Cc1ccc(F)c(F)c1)NCCn1cccn1 (centres undefined) | -10% | -4% | u | 4% | -1% | -11% | 4% | -2%
39 | Cc1cccc(-n2nnc(C(=O)NCc3ccccc3)c2N)c1 | -17% | -4% | -12% | -19% | -1% | 1% | -2% | -3%
40 | CCCCOc1ccc(-c2nnn(CC(=O)NCCc3c[nH]c4ccccc34)n2)cc1 | -12% | 13% | 6% | 9% | -1% | 5% | -1% | 0%
41 | O=C(CNS(=O)(=O)c1cccc2nsnc12)NC1CCCCC1 | 1% | 2% | -1% | -13% | 2% | 4% | x | -10%
42 | O=C(Nc1ccc2sccc2c1)c1cccc(N2C(=O)CCC2=O)c1 | -2% | -7% | 13% | 0% | -3% | 9% | 6% | i
43 | CCN1C(=O)[C@H]2[C@@H]3[C@H](O)[C@H](O)CC(=O)[C@H]3CC[C@H]2C1=O | -6%&0%[11.5 µM] | -3%&2%[11.6 µM] | x | -3%&-2%[11.2 µM] | -6%&-8%[11.2 µM] | x | x | 21%[11.5 µM]
44 | CCCn1c(CCC(=O)O)ccc1-c1cccs1 | -5% | -5% | u | 3% | -5% | 0% | 14% | -21%
45 | C=CCNC(=O)COC(=O)CCC(=O)c1cccs1 | -8% | 7% | 9% | 0% | -3% | -2% | 12% | 1%
46 | CN1CC2(C(=O)c3ccccc3)CN(C)CC(C(=O)c3ccccc3)(C1)C2 | 1% | -2% | -7% | 3% | -10% | 5% | 9% | -18%
47 | O=C(CCCOc1ccccc1)N1CCCc2ccccc21 | -9% | 3% | 4% | -16% | -4% | 4% | x | -3%
48 | O=C(COc1ccccc1)NC(NC(=S)Nc1ccccc1C(=O)O)C(Cl)(Cl)Cl (centres undefined) | -5% | -2% | u | 2% | 3% | -3% | -2% | i
49 | Cc1ccc(NS(=O)(=O)c2ccc3c(c2)NC(=O)CCS3)c(Br)c1 | -7% | -1% | x | 2% | -1% | x | x | x
50 | COC(=O)C(NC(=O)c1ccco1)(Nc1nc(C2CC2)cs1)C(F)(F)F (centres undefined) | -7% | 2% | -2% | -6% | -2% | 2% | x | -9%
51 | Nc1ncnc(Nc2cccc(F)c2)n1 | x | 1% | 2% | 5% | -3% | 4% | x | -5%
52 | O=C(Oc1ccccc1-c1csnn1)c1cccs1 | -3% | -6% | 1% | -3% | 0% | -11% | 22% | -2%
53 | Cc1cc(C(=O)Cn2nc(C(=O)O)c3ccccc3c2=O)c(C)n1-c1ccc(F)cc1 | -14% | -6% | u | 6% | -1% | 4% | -5% | -1%
54 | O=C(O)c1ccc(COc2ccc3ccccc3c2/C=C2/NC(=O)N(c3ccccc3)C2=O)cc1 | u | -4% | u | -15% | -2% | 30% | -6% | 8%
55 | O=C(CSc1ncnc2ccccc12)NCc1ccc2c(c1)OCO2 | -6% | 3% | -2% | 3% | -1% | 20% | -2% | i

One compound at a time, from the list above. Screens in order: Tau fibril ThT	Tau fibril FP	KDM4E inh	TRb SRC2 PPI	TR SRC2 fluor cs	GoLoco inh red	L3MBTL1 block	RECQ1 inh
O=C(Oc1ccccc1-c1csnn1)c1cccs1 as listed: -3%	-6%	1%	-3%	0%	-11%	22%	-2%
Cc1cc(C(=O)Cn2nc(C(=O)O)c3ccccc3c2=O)c(C)n1-c1ccc(F)cc1 as listed: -14%	-6%	u	6%	-1%	4%	-5%	-1%
